Screens: PubChem, several laboratories
MEKK3 PB1 HTS: MEKK3-MEK5 PB1 interaction, increase or decrease; Q99759; bead-based flow cytometry, Alexa488-MEK5 binding to MEKK3; actives lie on both sides; 0 = blocked by unlabeled MEK5, 100 = vehicle; binding response (% of control), % at 10 µM; 1.4% of 290,000 active;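 active = binding response more than 3 SD above or below the average of its plate-row segment, actives on both sides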;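 also: Alexa488 bead fluorescence after subtracting the streptavidin-only scavenger bead signal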
Target sequence (Q99759 whole entry, looked up): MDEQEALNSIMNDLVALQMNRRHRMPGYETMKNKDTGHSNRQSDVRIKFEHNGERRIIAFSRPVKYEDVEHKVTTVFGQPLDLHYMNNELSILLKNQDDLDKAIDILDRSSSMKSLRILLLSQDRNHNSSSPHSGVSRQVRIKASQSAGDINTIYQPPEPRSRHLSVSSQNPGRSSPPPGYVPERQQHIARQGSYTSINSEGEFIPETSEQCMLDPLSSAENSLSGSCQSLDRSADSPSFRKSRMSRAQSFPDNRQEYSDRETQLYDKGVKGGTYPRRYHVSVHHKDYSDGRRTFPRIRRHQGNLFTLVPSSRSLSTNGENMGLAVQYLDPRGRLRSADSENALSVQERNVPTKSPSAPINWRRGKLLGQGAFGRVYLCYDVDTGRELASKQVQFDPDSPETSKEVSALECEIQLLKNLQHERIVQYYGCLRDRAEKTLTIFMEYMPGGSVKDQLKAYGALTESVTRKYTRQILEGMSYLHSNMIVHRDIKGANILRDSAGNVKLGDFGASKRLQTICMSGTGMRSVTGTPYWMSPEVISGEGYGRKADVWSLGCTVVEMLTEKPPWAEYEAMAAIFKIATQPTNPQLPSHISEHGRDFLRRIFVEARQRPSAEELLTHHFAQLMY
MEKK2 mut-MEK5: signal of MEK5 binding to mutant human MEKK2 PB1 domain | 0.35% of 290,000 active | percent response, % at 10 µM | AID 1530 | bead flow cytometry, Alexa488-MEK5 binding to MEKK2 mutant; in the data active = percent response above about 24%, passing the limit was not always enough; also: inactives centre near 1; some results filed as inactive read as strong as hits; reference of the scale not given here
PfM18AAP inh: blocks P. falciparum M18 aspartyl aminopeptidase; recombinant PfM18AAP, H-Glu-NHMec fluorogenic cleavage; inhibition, % at 7.35 µM; 1.2% of 290,000 active;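 active = inhibition above the campaign mean inhibition over all tested compounds plus 3 SD, cut at about 28% in these data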;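 also: 0% = plate median of test compound wells and 100% = 2 mM ZnCl2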
UBC9 SUMO inh: inhibitors of human SUMOylation (UBC9); P63279; HTRF SUMOylation assay, SAE1/SAE2 + UBC9, in vitro; inhibition, % at 35 µM; 0.36% of 290,000 active; AID 2006; in the data active = inhibition above about 50%, passing the limit was not always enough; also: strong numbers were not always called active
Target sequence (P63279 whole entry, looked up): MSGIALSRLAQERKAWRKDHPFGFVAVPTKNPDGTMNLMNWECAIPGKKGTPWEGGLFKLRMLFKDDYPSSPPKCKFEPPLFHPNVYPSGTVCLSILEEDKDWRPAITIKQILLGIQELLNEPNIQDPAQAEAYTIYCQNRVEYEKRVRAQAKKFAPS
pCIP destab: compounds decreasing mouse p/CIP protein stability | Q05BA5 | F442A p/CIP-EGFP cells, EGFP fluorescence, 16 h | decrease of EGFP signal, % at 10 µM | 0.01% of 290,000 active;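 active = EGFP signal decrease of at least 30% at 10 µM or well 3 SD below plate mean, unless failing retest; inactive = the rest, including hits failing retest or dose response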; also: some compounds called inactive have numbers as strong as hits; many of its hits are not listed in these tables
MEKK2 WT-MEK5: raises or lowers MEK5 binding to wildtype human MEKK2 PB1 domain; bead flow cytometry, Alexa488-MEK5 binding to MEKK2 WT; actives lie on both sides; binding response (% of control), % at 10 µM; 1.1% of 290,000 active; AID 1531; in the data active = binding response below about 67% or above about 130%
IDE cell inh: inhibitors of human insulin-degrading enzyme in cells | P14735 | HEK cells, FAbetaB cleavage, fluorescence polarization | inhibition, % at 5.59 µM | 0.41% of 320,000 active | AID 434962;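 active = percent inhibition above the average of all tested compounds plus 3 SD, set per screening campaign, cut at about 16% in these data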;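 also: IDE supplied by intact live HEK cells; FP after avidin binding of uncleaved biotin substrate so inhibition keeps polarization high; 0% = DMSO wells and 100% = 60 µM reference IDE inhibitor Ii1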
NALP1 inh: inhibitors of NALP1 inflammasome in yeast; S. cerevisiae NALP1/ASC/caspase-1 growth, X-gal OD620, 72 h; inhibition, % at 10 µM; AID 2071; 0.61% of 280,000 active; in the data active = inhibition mostly above about 24%, no sharp cut-off; inactive = mostly below about 32%; also: some compounds called inactive have numbers as strong as hits
IDE cell activ: boosts human insulin-degrading enzyme activity in HEK cells; P14735; FAbeta-B cleavage, fluorescence polarization; 0% vehicle, 100% cell-free pure enzyme wells; activation, % at 5.96 µM; 0.073% of 340,000 active;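 active = activation above the mean of all tested compounds plus 3 SD, set per screening campaign, cut at about 17% in these data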
* marks the source's active call; other numbers are inactive results; / = not tested or not shown. Only part of the results is shown. The share of hits here may be higher or lower than overall.

SMILES	MEKK3 PB1 HTS	MEKK2 mut-MEK5	PfM18AAP inh	UBC9 SUMO inh	pCIP destab	MEKK2 WT-MEK5	IDE cell inh	NALP1 inh	IDE cell activ
CC(=O)Nc1cccc(NC(=O)c2cc(-c3cccnc3)nc3ccc(Br)cc23)c1	101	7	2	-23	-13	102	-5	22	2
COc1ccc(CC(=O)NNC(=O)c2nn(Cc3ccccc3)c(=O)c3ccccc23)cc1OC	92	-2	6	-4	-22	94	0	-1	1
COCCN(C(=O)CNC(=O)c1ccco1)C(C(=O)NC1CCCC1)c1ccc(F)cc1 (stereo unspecified)	101	-2	-8	11	16	104	3	0	4
O=C(Cn1c(=O)oc2ccccc21)Nc1n[nH]c(=S)s1	94	-5	25	13	6	99	2	1	-13
CC(=O)OCCc1c(C)nc2nc[nH]n2c1=O	102	7	-8	15	3	108	0	-6	5
COc1cccc2[nH]c(C(=O)NCC3CCCO3)cc12 (stereo unspecified)	106	2	2	17	1	105	4	2	0
Cc1cccc(C(=O)N2c3ccccc3C(=O)OC2c2ccc3c(c2)OCO3)c1 (stereo unspecified)	/	/	-11	-30	8	/	-4	3	-1
CCN1C(=O)OC2(CCCCC2)C1(C)O (stereo unspecified)	100	-1	-5	-2	20	103	-5	10	/
O=C(CN1C(=O)/C(=C/c2ccccc2)Sc2ccccc21)NCCCN1CCOCC1	106	2	-2	/	-9	109	-1	8	4
O=C(NC1CCCCC1)C(c1cccnc1)N(C(=O)CCl)c1cccc(Cl)c1 (stereo unspecified)	101	-1	0	6	-1	101	-5	39	1
CC(=O)Nc1ccc(NC(=O)COC(=O)c2cnccn2)cc1	100	-7	-2	9	-15	92	4	5	0
COCCNC(=O)/C(C#N)=C/c1cc(C)n(-c2ccc(C)cc2)c1C	102	-4	4	-1	-14	93	-5	-12	4
CCc1cc2c(SCC(=O)Nc3ccc(Cl)cn3)ncnc2s1	100	0	0	17	-5	100	/	27	7
Cc1ccc(NC(=O)c2snc3ccc(Cl)cc23)cc1C	131*	-1	0	-1	-3	102	2	21	-1
COCCCNC(=O)CN(c1cccc(Cl)c1)S(C)(=O)=O	103	-1	-7	1	-23	103	0	6	-3
CCCCn1c(CN2CCN(CCO)CC2)nc2ccccc21	106	3	-3	2	0	109	4	18	0
COc1ccc(C2C(C(=O)OCC(=O)N3CCCCC3)CCC(=O)N2c2ccc(OC)cc2)cc1 (stereo unspecified)	102	0	-13	13	-3	102	5	30	-1
COC(=O)c1ccc(NC(=S)Nc2ccccn2)cc1	90	-2	7	-7	5	102	3	12	6
O=C(c1[nH]ncc1-c1ccc(Cl)cc1)C1CO1 (stereo unspecified)	103	4	15	-2	-20	103	4	2	/
CC(=O)N(Cc1cccs1)Cc1cc2ccc(C)c(C)c2nc1Cl	104	-1	-1	-18	1	104	0	-2	-2
CC1(C)[N+]([O-])=C2C(=[N+]([O-])C1(C)C)c1ccccc1/C2=N\O	97	5	8	1	4	100	0	13	-1
COC(=O)c1ccc(C)c(NS(=O)(=O)c2cn(C)nc2C)c1	106	6	-5	10	12	110	-1	-13	1
COc1c(F)c(F)c(C(=O)O)c(Nc2ccccc2)c1F	107	4	1	11	3	106	-3	-1	-1
O=S1(=O)N=C(N2CCN(c3ccc(F)cc3)CC2)c2ccccc21	101	1	-5	5	-19	103	1	12	5
CC(Cc1c[nH]c2ccccc12)C(=O)NCc1ccco1 (stereo unspecified)	101	-3	6	-8	1	105	2	23	1

Entries above marked active in MEKK3 PB1 HTS:
SMILES	MEKK3 PB1 HTS	MEKK2 mut-MEK5	PfM18AAP inh	UBC9 SUMO inh	pCIP destab	MEKK2 WT-MEK5	IDE cell inh	NALP1 inh	IDE cell activ
Cc1ccc(NC(=O)c2snc3ccc(Cl)cc23)cc1C	131*	-1	0	-1	-3	102	2	21	-1

Returning to the listing, starting two compounds before the break.
SMILES	MEKK3 PB1 HTS	MEKK2 mut-MEK5	PfM18AAP inh	UBC9 SUMO inh	pCIP destab	MEKK2 WT-MEK5	IDE cell inh	NALP1 inh	IDE cell activ
O=S1(=O)N=C(N2CCN(c3ccc(F)cc3)CC2)c2ccccc21	101	1	-5	5	-19	103	1	12	5
CC(Cc1c[nH]c2ccccc12)C(=O)NCc1ccco1 (stereo unspecified)	101	-3	6	-8	1	105	2	23	1
CC1(C)Cc2c(sc(/N=C/N3CCCCC3)c2C#N)C(C)(C)N1	102	3	-4	24	3	106	0	-10	-3
Cn1c(NNC(=O)/C=C/c2ccc3c(c2)OCO3)cc(=O)n(C)c1=O	94	-3	10	11	5	99	5	/	3
O=C(Nc1ccc(F)cc1F)c1ccccc1NC(=O)C1CC=CCC1C(=O)O (stereo unspecified)	102	7	-11	10	-15	105	0	11	2
O=C(Nc1nnc(-c2ccncc2)o1)c1ccccc1	124	17	4	2	7	108	1	-14	6
O=C(c1cc(-c2ccc(Cl)c(Cl)c2)on1)N1CCCCC1	/	/	1	31	1	/	9	3	7
O=C(NC1CCCCC1)c1ccc2c(c1)S(=O)(=O)c1ccccc1C2=O	101	1	/	/	/	95	-5	/	2
N#CC1=C(N)OC2=C(C(=O)CCC2)C1c1ccsc1 (stereo unspecified)	102	1	7	8	16	102	0	-18	3
Cc1cc(C)c(S(=O)(=O)c2ccccc2)c(OC(=O)c2ccc(Cl)cc2Cl)n1	/	/	-5	2	2	/	3	10	1
S=C1N(c2ccccc2)C(c2ccc(Br)cc2)N2CCCN12 (stereo unspecified)	100	3	-7	0	-15	100	4	37	2
Cc1nn(Cc2ccccc2)c(Cl)c1/C=C/C(=O)OCC(=O)N(C)C1CCS(=O)(=O)C1 (stereo unspecified)	102	-4	0	3	1	104	4	13	2
COc1ccccc1NC(=S)N1CCN(c2ccccc2F)CC1	93	-3	0	5	-2	95	/	10	-2
O=C(NC(=S)Nc1ccc(S(=O)(=O)Nc2nccs2)cc1)c1cccnc1	106	1	3	4	6	105	9	7	1
Cc1c(C(=O)N2CC3(CC(c4cccc(NC(=O)[C@H]5CCC(=O)N5)c4)=NO3)C[C@@H]2C(N)=O)cc([N+](=O)[O-])cc1[N+](=O)[O-] (stereo partly specified)	96	-7	/	2	-9	99	3	-19	3
CCCCC(=O)NCc1ccc(F)cc1	103	-1	6	-6	-3	98	2	40	3
CCOC(=O)N1CCN(C(=O)c2ccc3c(SCC(=O)O)c4c(nc3c2)CCCC4)CC1	111	9	8	3	-11	109	-1	16	8
COc1ccc(-c2cc(=Nc3ccc(C)cc3)c3ccccc3o2)cc1	104	-3	9	-19	3	91	7	-3	1
COc1ccc(CCNC(=O)Cn2nnc3ccccc3c2=O)cc1	106	11	2	-14	-9	100	-2	26	1
Cn1c(C(=O)NCC2CCCO2)cc2c(=O)[nH]c3ccccc3c21 (stereo unspecified)	113	6	2	-4	1	115	-2	10	1
O=C(CSc1ncc(-c2ccccc2)n1C1CCCC1)N1CCc2ccccc21	100	3	8	25	2	106	2	2	-1
COc1ccc(C)cc1NC(=O)CN1C(=O)COc2ccc(S(=O)(=O)N3CCC(C)CC3)cc21	100	3	-2	/	-25	99	-2	17	4
O=C1NC(NS(=O)(=O)c2ccc(Cl)cc2)(C(F)(F)F)C(=O)N1Cc1cccnc1 (stereo unspecified)	98	-1	-1	8	-4	97	6	14	6
Cc1cccc(OCC(=O)Nc2ccc3oc(=O)ccc3c2)c1	103	1	2	18	-1	105	4	19	1
O=C(NCCc1ccc(Cl)cc1)c1ccc2[nH]c(=O)c(=O)[nH]c2c1	98	1	0	18	5	99	-7	9	-1
Cc1ccc(CSc2nncn2-c2ccccn2)cc1	107	8	-7	17	-10	101	5	4	2
Clc1ccc(/C=N\Nc2ccccc2)cc1	97	1	7	10	0	97	-1	/	4

Other compounds follow.
SMILES	MEKK3 PB1 HTS	MEKK2 mut-MEK5	PfM18AAP inh	UBC9 SUMO inh	pCIP destab	MEKK2 WT-MEK5	IDE cell inh	NALP1 inh	IDE cell activ
O=C(O)c1cc(S(=O)(=O)N2CCCC2)ccc1Br	103	-2	0	6	6	105	6	-6	-2
O=C(O)CCSc1ccc([N+](=O)[O-])cc1[N+](=O)[O-]	93	-9	-3	32	-5	91	4	4	4
N#CC1(c2ccccc2)CCC(=O)N1Cc1ccccc1 (stereo unspecified)	103	-3	0	13	-1	103	-1	3	6
COc1ccnc2c1c(=O)n(Cc1ccc(F)cc1)c(=O)n2C	100	2	1	/	-13	100	-3	-4	-4
Cc1cc(C(=O)Nc2ccc(C(=O)O)cc2)c(-c2ccccc2)o1	101	0	-18	17	-10	103	0	3	0
S=C(Nc1ccccc1)Nc1ccc(OCc2ccccc2)cc1	103	-2	-1	23	-12	101	-4	-13	4
c1ccc(Cc2nc3ccccc3o2)cc1	101	1	-8	-2	8	96	6	-8	-3
O=C(Nc1ccc(S(=O)(=O)N2CCCCCC2)cc1)c1ccco1	98	1	2	-8	4	103	-2	16	1
CCC(=O)Nc1cccc(C2=NOC3(C2)C[C@@H](C(N)=O)N(C(=O)c2ccc(OC)cc2)C3)c1 (stereo partly specified)	98	3	/	-4	-3	93	4	1	2
Cc1ccc(C2/C(=C(/O)c3ccc(OC(C)C)cc3)C(=O)C(=O)N2CCN2CCOCC2)cc1 (stereo unspecified)	112	8	3	11	6	109	-4	27	10
COC(=O)c1ccc(Oc2coc3cc(OCc4cnn(-c5ccccc5)c4)ccc3c2=O)cc1	99	1	6	2	1	100	-7	9	1
Cc1csc(NC(=O)c2cc3c(C)nn(Cc4ccccc4Cl)c3s2)n1	95	2	8	-19	1	104	0	23	0
COc1ccccc1C(C(=O)NC1CCCC1)N(C(=O)c1csnn1)C1CC1 (stereo unspecified)	99	-5	-2	3	13	98	5	14	1
O=C(O)COc1ccccc1/C=C1\SC(=O)N(Cc2ccc(F)cc2)C1=O	89	-2	12	16	-4	90	0	21	-3
COc1ccccc1/C=C/CN1CCC(Oc2ccc(C(=O)N3CCCCC3)cc2)CC1	102	-3	-4	3	-3	106	-5	11	8
CC(=O)N1CCN(CC(=O)Nc2ccc([N+](=O)[O-])cc2Br)CC1	81	-4	-3	11	-3	95	2	-2	0
Cc1ccc(SCc2c(C(=O)N/N=C/c3ccccc3)nnn2-c2nonc2N)cc1	111	10	4	8	-2	103	0	9	3
CCOC(=O)C1CCN(CC(C)(C)NS(=O)(=O)c2ccc(Cl)cc2)CC1	103	13	-7	-3	-3	109	2	6	-4
COc1ccc(C(=O)NC(C)c2nnc(SCC(=O)NC3=NCCS3)n2C)cc1 (stereo unspecified)	98	2	0	11	-17	94	5	13	-2
CCc1cccc(NC(=O)C2CCCN(c3cnccn3)C2)c1 (stereo unspecified)	103	2	-6	15	2	101	2	17	-2
CCN(Cc1cnn(C)c1)C(=O)c1cc(COc2cc(C)c(Cl)c(C)c2)on1	82	-21	3	5	0	87	2	25	-6
CCOc1nc2ccccc2nc1NS(=O)(=O)c1ccccc1	98	0	-2	-5	6	98	4	/	0
COc1cccc(NC(=O)C2CCN(Cc3cnn(-c4ccccc4)c3-n3cccc3)CC2)c1	99	2	-2	6	-6	121	-1	26	-1
O=C(Nc1ccc(S(=O)(=O)N2CCOCC2)cc1)c1ccccc1F	105	2	5	3	-1	106	6	12	1
CCCCCOC(=O)C1C2C=CC3(CN(c4ccccc4C)C(=O)C13)O2 (stereo unspecified)	100	0	-6	-3	-1	99	5	30	-3
CC(Sc1nnc(N)s1)C(=O)Nc1ccc2c(c1)OCCO2 (stereo unspecified)	107	9	1	3	-14	116	-1	4	7
Cc1ccc(N2C(S)=C(C#N)C(=O)NC2c2ccco2)cc1 (stereo unspecified)	104	7	6	22	7	104	-6	-11	-2
Cc1cc(N2CCOCC2)nc2ccc(NC(=S)N3CCN(c4ccccc4)CC3)cc12	98	-2	2	-13	4	92	6	-1	1
COc1cc(CNCCNC(=O)c2cccs2)cc(OC)c1OC	106	-2	-3	10	10	92	2	15	1
